Screening results (PubChem)
Bim-Bcl-B = inhibitors of Bim-Bcl-B interaction, human; bead-based flow cytometry, Bim peptide-Bcl-B binding; inhibition, % at 10 µM; actives 0.073% (n = 190,000);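 note: 0% = tracer peptide without compound and 100% = reference inhibitor peptide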
Target sequence (Q9HD36 whole entry, looked up): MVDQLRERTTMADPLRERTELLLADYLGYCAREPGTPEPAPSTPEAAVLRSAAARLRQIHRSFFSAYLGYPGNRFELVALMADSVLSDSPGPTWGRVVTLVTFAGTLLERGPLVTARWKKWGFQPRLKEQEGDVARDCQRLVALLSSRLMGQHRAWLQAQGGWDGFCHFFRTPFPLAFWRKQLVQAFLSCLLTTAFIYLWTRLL
Bcl-2 Bim block = disrupts Bim peptide binding to human Bcl-2 | P10415 | Bead-based flow cytometry, Bim peptide-Bcl-2 binding | inhibition, % at 10 µM | actives 0.06% (n = 190,000) | AID 950; in the data active = inhibition above about 40%; inconclusive = no clear call, values can overlap the other calls;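 note: 0% = no compound wells with probe peptide and 100% = reference peptide inhibitor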
Target sequence (P10415 whole entry, looked up): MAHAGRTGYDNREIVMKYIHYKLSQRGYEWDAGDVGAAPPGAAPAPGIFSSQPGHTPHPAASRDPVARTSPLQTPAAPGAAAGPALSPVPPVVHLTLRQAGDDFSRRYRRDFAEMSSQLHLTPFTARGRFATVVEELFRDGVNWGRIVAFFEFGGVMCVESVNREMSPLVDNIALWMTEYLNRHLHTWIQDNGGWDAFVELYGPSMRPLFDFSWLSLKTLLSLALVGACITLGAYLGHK
Mcl-1 Bim block = inhibitors of Bim-Mcl-1 interaction, human; Q07820; Bead-based flow cytometry, Bim peptide-Mcl-1 binding; inhibition, % at 10 µM; actives 0.1% (n = 190,000); AID 1009;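 note: 0% = no compound tracer wells and 100% = peptide blocker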
GSH fluor = compound fluoresces at 488/530 nm on GSH beads. GSH beads flow cytometry, compound fluorescence 488/530 nm; active compounds read high. fluorescence (KMESF) at 10 µM. actives 0.25% (n = 190,000). AID 1776; in the data active = fluorescence above about 89;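 note: glutathione beads carrying GST-tagged Bcl family fusion proteins plus one bare bead set; values are compound well signal with DMSO vehicle wells as background; inactives centre near 16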
Bcl-W Bim block = human Bim-Bcl-W interaction inhibition; Q92843; bead-based flow cytometry, Bim peptide-Bcl-W binding; inhibition, % at 10 µM; actives 0.02% (n = 190,000); AID 952;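 note: 0% = bound tracer without compound and 100% = peptide blocker; higher means less fluorescent Bim peptide bound to Bcl-W beads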
Target sequence (Q92843 whole entry, looked up): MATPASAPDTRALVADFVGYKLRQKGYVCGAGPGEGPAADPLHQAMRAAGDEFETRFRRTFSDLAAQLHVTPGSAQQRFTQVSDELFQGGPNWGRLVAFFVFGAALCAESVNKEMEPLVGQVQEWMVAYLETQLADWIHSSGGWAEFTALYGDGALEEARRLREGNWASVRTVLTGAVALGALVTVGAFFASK
RGS4-Gao reg = modulates binding of RGS4 to human Galphao; AID 1415; P09471; Multiplexed bead flow cytometry; actives lie on both sides; actives 0.33% (n = 220,000); binding response (% of control), % at 10 µM; in the data active = binding response below about 49% or above about 150%; inactive = in between;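 note: fluorescent Galphao activated with aluminum fluoride binding bead-coupled RGS4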
Target sequence (P09471 whole entry, looked up): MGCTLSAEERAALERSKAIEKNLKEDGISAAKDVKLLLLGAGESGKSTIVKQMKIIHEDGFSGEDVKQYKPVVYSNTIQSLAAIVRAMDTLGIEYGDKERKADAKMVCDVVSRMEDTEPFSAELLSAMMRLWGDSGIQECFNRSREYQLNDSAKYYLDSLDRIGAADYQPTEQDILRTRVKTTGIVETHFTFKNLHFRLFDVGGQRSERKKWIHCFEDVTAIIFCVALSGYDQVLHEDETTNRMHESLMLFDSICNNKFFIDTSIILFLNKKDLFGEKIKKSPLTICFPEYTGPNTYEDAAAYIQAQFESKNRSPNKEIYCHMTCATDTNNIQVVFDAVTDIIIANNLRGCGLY
Bcl-XL Bim block = inhibitors of Bim-Bcl-XL interaction, human; Q07817; inhibition, % at 10 µM; Bim peptide-Bcl-XL binding, bead flow cytometry, fluorescence; actives 0.04% (n = 190,000)
Mcl1 Bid PPI = disrupts binding of human Mcl-1 to Bid peptide; Q07820; TR-FRET Mcl-1/Bid-Dy647 peptide binding, 1536-well; inhibition, % at 21.7 µM; actives 0.97% (n = 220,000); AID 1021;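 active = compounds that cut the binding signal by more than half at the single screening dose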;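 note: His-tagged Mcl-1 with europium anti-His antibody binding Bid BH3 peptide; 0% = Mcl-1 plus peptide wells and 100% = peptide-only wells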
RGS8-Gao = regulators of human RGS8-Galphao interaction | P09471 | multiplexed bead flow cytometry, RGS8-Galphao binding; actives lie on both sides | response (percent of control binding), % at 10 µM | actives 0.34% (n = 220,000) | AID 1423; in the data active = response below about 60% or above about 140%; inactive = in between;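 note: Galphao activated as the GDP aluminium fluoride complex binding bead-coupled RGS8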
Bim-Bfl-1 = disrupts Bim binding to human Bfl-1 | Q16548 | Bead-based flow cytometry, Bim-Bfl-1 binding inhibition | inhibition, % at 10 µM | actives 0.12% (n = 190,000) | AID 1008;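 note: 0% = wells without compound plus tracer and 100% = blocker peptide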
RGS7-Gao = modulates binding of RGS7 to human Galphao. binding response (% of control), % at 10 µM. actives 0.35% (n = 220,000). AID 1439. Multiplexed bead flow cytometry; actives lie on both sides; in the data active = binding response below about 49% or above about 150%; inconclusive = no clear call, values can overlap the other calls; inactive = in between;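 note: fluorescent Galphao held in activated GDP-AlF4 state binding bead-coupled RGS7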
The depositor's hits bear a star; ? = inconclusive; . = no result given. Cut-off read from the data, not from the text of the source, unless noted: active = inhibition above about 40%.

SMILES | Bim-Bcl-B | Bcl-2 Bim block | Mcl-1 Bim block | GSH fluor | Bcl-W Bim block | RGS4-Gao reg | Bcl-XL Bim block | Mcl1 Bid PPI | RGS8-Gao | Bim-Bfl-1 | RGS7-Gao
CCn1c(O)c(/C=N/N=C/c2ccccc2)c2ccc(C3=NNC(=O)CC3)cc21 | -9 | -6 | -1 | 37 | 9 | . | -4 | -59 | . | -7 | .
O=C(NCCNC(=O)c1cc(OCC(F)(F)F)ccc1OCC(F)(F)F)Nc1ccc(Cl)cc1 | -3 | 1 | -1 | 20 | 0 | 96 | -4 | -4 | 100 | -2 | 99
CCCCCn1c(SCC#N)nc2cc(C(=O)NCC3CCCO3)ccc2c1=O (stereo not drawn) | -3 | 0 | -1 | 24 | -5 | 100 | -3 | -9 | 95 | -5 | 103
O=C(NCCCn1ccnc1)c1cc2cc([N+](=O)[O-])ccc2oc1=O | -4 | 1 | -3 | 8 | -3 | 88 | -2 | -3 | 113 | -3 | 95
CCOC(=O)c1cnn2c(N)c(C#N)nnc12 | 0 | 0 | -1 | 19 | -2 | 100 | 0 | -1 | 99 | 1 | 99
O=C(NCCCc1nc2ccccc2[nH]1)c1cccs1 | -3 | -4 | 0 | 17 | 0 | 101 | -2 | 4 | 101 | -9 | 100
O=C(NCCCN1CCN(c2ccccc2F)CC1)C1CCN(S(=O)(=O)c2cccs2)CC1 | -8 | -1 | -5 | 19 | -7 | 101 | -3 | 12 | 102 | 0 | 101
Cc1ccc(C(=O)N2CC(=O)Nc3ccc(F)cc3C2c2ccccc2)cc1[N+](=O)[O-] (stereo not drawn) | -6 | -7 | -4 | 10 | -5 | 105 | -8 | 14 | 107 | -8 | 108
CC(C(N)=O)N1C(=O)c2cccc3cccc1c23 (stereo not drawn) | -2 | 0 | 1 | 4 | 1 | 100 | -1 | 11 | 100 | -10 | 103
COc1ccc(C(=O)N[C@H](C(=O)N2CCN(c3ccccc3F)CC2)C(C)C)cc1 | 1 | 0 | -1 | 71 | -1 | 100 | 0 | -15 | 102 | -2 | 106
CCN(CC)CCOc1ccccc1C(C)=O | -4 | 0 | -1 | 11 | 0 | 98 | 1 | 14 | 100 | -5 | 98
O=C(CSc1nnc(COc2cccc3cccnc23)o1)N1CCN(C(=O)c2ccco2)CC1 | -7 | -2 | -21 | 136* | -4 | 117 | -4 | -12 | 108 | -3 | 112
O=C(c1ccc([N+](=O)[O-])cc1)N1CCSC1c1ccccc1Cl (stereo not drawn) | 0 | -1 | 0 | 13 | -2 | 98 | -2 | 1 | 100 | -4 | 92
CNC(=S)N(CCc1c(C)[nH]c2ccccc12)Cc1ccco1 | -6 | 0 | 4 | 10 | 5 | 99 | 1 | -24 | 100 | 4 | 100
CNC(=S)N(Cc1cc2cc(C)cc(C)c2[nH]c1=O)C1CCCC1 | -5 | 0 | 2 | 10 | 0 | 109 | 0 | -34 | 112 | 0 | 106

The final four entries of the part above lead into the next:
SMILES | Bim-Bcl-B | Bcl-2 Bim block | Mcl-1 Bim block | GSH fluor | Bcl-W Bim block | RGS4-Gao reg | Bcl-XL Bim block | Mcl1 Bid PPI | RGS8-Gao | Bim-Bfl-1 | RGS7-Gao
O=C(CSc1nnc(COc2cccc3cccnc23)o1)N1CCN(C(=O)c2ccco2)CC1 | -7 | -2 | -21 | 136* | -4 | 117 | -4 | -12 | 108 | -3 | 112
O=C(c1ccc([N+](=O)[O-])cc1)N1CCSC1c1ccccc1Cl (stereo not drawn) | 0 | -1 | 0 | 13 | -2 | 98 | -2 | 1 | 100 | -4 | 92
CNC(=S)N(CCc1c(C)[nH]c2ccccc12)Cc1ccco1 | -6 | 0 | 4 | 10 | 5 | 99 | 1 | -24 | 100 | 4 | 100
CNC(=S)N(Cc1cc2cc(C)cc(C)c2[nH]c1=O)C1CCCC1 | -5 | 0 | 2 | 10 | 0 | 109 | 0 | -34 | 112 | 0 | 106
CCN(CC)CCOC(=O)/C=C/c1ccccc1OC | -1 | -1 | 0 | 13 | -2 | 99 | -3 | -22 | 99 | 0 | 98
NC(=O)COc1ccc(Cc2ncc(C(F)(F)F)cc2Cl)cc1 | 0 | -1 | -2 | 12 | 0 | 99 | 3 | 17 | 99 | 0 | 102
CCN(CC)S(=O)(=O)c1ccc(N2CCN(c3cccc(OC)c3)CC2)c([N+](=O)[O-])c1 | -2 | -6 | -3 | 13 | -1 | 93 | -4 | -45 | 80 | 0 | 96
CCOc1ccc(NC(=S)N/N=C(\C)Cc2ccc(OC)cc2)cc1 | -19 | 3 | -10 | 3 | -2 | 104 | -4 | -64 | 104 | 6 | 107
O=C(CSc1nnc(Cc2ccccc2)n1Cc1ccccc1)NCc1ccco1 | -4 | -2 | -4 | 67 | 0 | 107 | -4 | -10 | 107 | 0 | 107
Cc1cccc(C(=O)NNC(=O)c2ccccc2C)c1 | -5 | -4 | -1 | 17 | 1 | 98 | -3 | -14 | 98 | -6 | 110
COc1ccc(C(CNC(=O)c2ccc(S(=O)(=O)N(C)C)cc2)N2CCCC2)cc1 (stereo not drawn) | -2 | 0 | 0 | 17 | 0 | 109 | 1 | -40 | 101 | 4 | 109
CCC(C)[C@H](NC(=O)NCc1ccco1)C(=O)O (stereo partly drawn) | 5 | -3 | -3 | 21 | 1 | 103 | -3 | -11 | 102 | -1 | 100
Cc1cccc(NC(=O)CNC(=O)COc2ccc(-c3ccc(C#N)cc3)cc2)c1C | -9 | 3 | -2 | 9 | -4 | 104 | -6 | 42 | 96 | 0 | 106
CCOC(=O)N(NC(=O)C(O)(c1ccccc1)c1ccccc1)c1ccccc1 | -6 | -7 | 0 | 13 | -2 | 97 | -2 | 13 | 99 | -6 | 100
O=C(/C=C/c1ccc2c(c1)OCO2)Nc1c(C(=O)O)[nH]c2ccccc12 | -1 | -3 | 3 | 21 | 0 | 102 | -7 | 29 | 100 | 0 | 99
CC(NS(=O)(=O)c1ccc2c(c1)OCCO2)c1ccccc1 (stereo not drawn) | -5 | -2 | 0 | 9 | -1 | 102 | 0 | -3 | 103 | -2 | 105
COC(=O)c1ccc(OCC(O)CN2CCC(C)CC2)cc1 (stereo not drawn) | -9 | -9 | 0 | 18 | -1 | 101 | -1 | -14 | 100 | -13 | 98
COC(=O)CC(=O)CSc1nc2c(cc1C#N)CCC2 | 0 | -5 | -2 | 13 | 0 | 88 | -1 | -94 | 95 | -2 | 87
CCOC(=O)c1nnn(-c2nonc2-n2cccc2)c1CN1CCCCC1 | -3 | -4 | -4 | 14 | -1 | 105 | -2 | -14 | 110 | -1 | 102

Brought forward from above: 5 compounds; new compounds follow.
SMILES | Bim-Bcl-B | Bcl-2 Bim block | Mcl-1 Bim block | GSH fluor | Bcl-W Bim block | RGS4-Gao reg | Bcl-XL Bim block | Mcl1 Bid PPI | RGS8-Gao | Bim-Bfl-1 | RGS7-Gao
O=C(/C=C/c1ccc2c(c1)OCO2)Nc1c(C(=O)O)[nH]c2ccccc12 | -1 | -3 | 3 | 21 | 0 | 102 | -7 | 29 | 100 | 0 | 99
CC(NS(=O)(=O)c1ccc2c(c1)OCCO2)c1ccccc1 (stereo not drawn) | -5 | -2 | 0 | 9 | -1 | 102 | 0 | -3 | 103 | -2 | 105
COC(=O)c1ccc(OCC(O)CN2CCC(C)CC2)cc1 (stereo not drawn) | -9 | -9 | 0 | 18 | -1 | 101 | -1 | -14 | 100 | -13 | 98
COC(=O)CC(=O)CSc1nc2c(cc1C#N)CCC2 | 0 | -5 | -2 | 13 | 0 | 88 | -1 | -94 | 95 | -2 | 87
CCOC(=O)c1nnn(-c2nonc2-n2cccc2)c1CN1CCCCC1 | -3 | -4 | -4 | 14 | -1 | 105 | -2 | -14 | 110 | -1 | 102
Cc1ccc(NC(=S)NCc2ccccn2)cc1 | -8 | -10 | 0 | 14 | 0 | 102 | -4 | -21 | 101 | -7 | 104
C=CCn1c(NC(=O)c2ccc(Br)o2)c(S(=O)(=O)c2ccccc2)c2nc3ccccc3nc21 | -7 | -8 | 0 | 22 | -2 | 99 | -2 | -1 | 101 | -13 | 101
COc1ccc(NC(=O)CSc2nnc(-c3cccs3)n2C)cc1OC | -2 | -2 | -2 | 17 | -4 | 104 | -4 | -5 | 101 | -2 | 109
CCCCSc1nnc(CSc2ncccn2)n1C | -3 | -3 | 1 | 12 | -3 | 97 | -2 | -17 | 98 | -3 | 95
CCC1(C(=O)O)NC(c2cc(OC)ccc2O)C2C(=O)N(Cc3ccccc3)C(=O)C21 (stereo not drawn) | 0 | 3 | -1 | 21 | 0 | 111 | 0 | -25 | 108 | -1 | 110
O=C(c1cnn2c(C(F)(F)F)cc(-c3ccc4c(c3)OCO4)nc12)N1CCCC1 | 5 | 2 | 4 | 30 | 5 | 91 | 4 | -8 | 87 | 2 | 93
CCCCCC1CC(CC(=O)Nc2ccc([N+](=O)[O-])cc2)C(=O)O1 (stereo not drawn) | 10 | 21 | 18 | 6 | 14 | 97 | 24 | 6 | 75 | 26 | 99
Cc1cccc(N2CCN(C(=O)CCN3C(=S)NC(C)(C)CC3C)CC2)c1C (stereo not drawn) | -8 | 0 | -3 | 14 | -2 | 99 | -2 | -38 | 102 | 3 | ?
COc1ccc(Oc2coc3cc(OC(=O)c4cccs4)ccc3c2=O)cc1 | 0 | -2 | 0 | 19 | -3 | 100 | -1 | -1 | 99 | 0 | 100
COCCNC(=O)c1onc(CSc2cc(C)ccc2C)c1C(=O)O | 1 | 2 | -3 | 22 | 0 | 102 | 0 | 0 | 100 | 0 | 103
Cc1c(C=O)n(C)n(-c2ccccc2)c1=O | -1 | -2 | 1 | 14 | -2 | 100 | 0 | -5 | 98 | -4 | 97
CCN(CC)c1ccc2c(C)c(-c3ccc(N)cc3)c(=O)oc2c1 | -3 | -2 | -1 | 12 | -4 | 100 | -3 | -19 | 102 | 0 | 98
N#Cc1nc(COc2ccccc2)oc1NCCN1CCOCC1 | 2 | 0 | -5 | 15 | -5 | 102 | -4 | -18 | 116 | -2 | 100
CCc1nc(SCC(=O)NCCc2ccc(OC)c(OC)c2)c2c(=O)n(C)c(=O)n(C)c2n1 | -3 | -7 | 1 | 13 | 0 | 100 | -4 | -13 | 102 | -7 | 98
CCOC(=O)C(C)/C(C)=N\Nc1ccc([N+](=O)[O-])cc1[N+](=O)[O-] (stereo not drawn) | -1 | -3 | -2 | 11 | -3 | 97 | -4 | -15 | 102 | -6 | 102
COCCn1c(SC(C)C(=O)Nc2ccc(Cl)cn2)nnc1-c1ccncc1 (stereo not drawn) | -7 | -5 | -3 | 15 | -1 | 102 | -2 | -20 | 101 | -8 | ?
O=C(Nc1ccc(Cl)c(C(F)(F)F)c1)c1ccco1 | -7 | -15 | -5 | 36 | -2 | 97 | -13 | 10 | 101 | -20 | 100
